Bioassay records (PubChem BioAssay)
C8 TRAIL sens – sensitizes caspase-8 expressing cells to TRAIL; NB7+C8 cells + TRAIL, ATPlite viability luminescence; inhibition (viability loss, TRAIL sensitization), % at 10 µM; 1% of 360,000 active;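 active = compounds causing at least 50% loss of cell viability in the single-dose screen, relative to plate controls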
LRH-1 inv ag – suppresses constitutive activity of human LRH-1 | O00482 | HEK293T StAR-luciferase reporter, LRH-1 transfected, 24 h | inhibition, % at 3.6 µM | 0.13% of 360,000 active;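 active = inhibition above the mean inhibition of all tested compounds plus 3 SD, cut at about 73% in these data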;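 note: 0% = DMSO wells and 100% = reporter-only cells lacking LRH-1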
TROY NFkB inh – TROY signaling inhibition | inhibition, % at 10 µM | 0.98% of 360,000 active | Q293 LMP1-TROYcd NF-kB luciferase reporter, 4 h;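 active = compounds whose plate-normalised and pattern-corrected inhibition of the luciferase reporter signal at the single screening dose is 50% or more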
COUP-TFII inh – inhibitors of human COUP-TFII (NR2F2). P24468. HEK293T NGFI-A luciferase reporter, luminescence. inhibition, % at 8.6 µM. 0.7% of 370,000 active. AID 686940;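 active = inhibition above a per-plate cutoff, mean inhibition of test wells between control levels plus 3 SD, cut at about 38% in these data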;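 note: cells cotransfected with COUP-TFII expression vector driving the NGFI-A reporter; 0% = median of COUP-TF2 test wells and 100% = reporter-only cells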
NCOA3 inh – inhibitors of human steroid receptor coactivator 3 (SRC3); Q9Y6Q9; HEK293 GAL4-SRC3 luciferase reporter, luminescence; inhibition, % at 3.6 µM; 0.17% of 360,000 active;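 active = inhibition above a per-campaign cutoff, the mean of all compounds plus 3 SD, cut at about 60% in these data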;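 note: 0% = DMSO-treated cells and 100% = gossypol-treated cells at 36 µM; higher means less SRC3-driven luciferase light from the GAL4 reporter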
LMP1 NFkB inh – Epstein-Barr LMP1 NF-kappaB reporter inhibition. LMP1-induced NF-kappaB luciferase reporter cells, luminescence. 0.69% of 350,000 active. inhibition, % at 12.5 µM; in the data active = inhibition above about 41%;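 note: 0% = neutral control wells and 100% = reference inhibitor control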
CF NFkB block – inhibitors of cystic fibrosis induced NF-kB; 0.86% of 360,000 active; KKLEB NF-kB-GFP reporter, PAF-induced, GFP fluorescence overnight; AID 588850; inhibition, % at 5 µM;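 active = at least 50% inhibition at 5 µM, scaled per plate between neutral and stimulator controls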;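 note: PAF is a Pseudomonas aeruginosa culture filtrate used as stimulus; plate controls were PAF-stimulated DMSO wells for no effect and unstimulated DMSO wells for full effect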
Shn3 inh set2 – inhibitors of Schnurri-3 3'UTR reporter in osteoblasts; 0.52% of 360,000 active; Clone20 osteoblast Shn3 3'UTR firefly luciferase, 24 h; inhibition, % at 12.5 µM;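 active = mean inhibition of at least 75% with every replicate also reaching 75%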;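 note: 0% = median of neutral control wells and 100% = pilot-screen positive control compound; some compounds past the cut are filed as inactive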
TWEAK-Fn14 inh – TWEAK-Fn14 signaling inhibition. inhibition, % at 10 µM. TWEAK-stimulated Fn14 reporter cells, luciferase luminescence, 8 h. AID 1159606. 2% of 360,000 active; in the data active = inhibition above about 50%
NCOA1 inh – inhibitors of human steroid receptor coactivator 1 (SRC1); Q15788; HEK293 GAL4-SRC1 luciferase reporter, luminescence; inhibition, % at 3.6 µM; 0.12% of 360,000 active; AID 588354;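 active = inhibition above the campaign mean plus 3 SD, with each screening campaign given its own cutoff, cut at about 60% in these data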;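 note: 0% = DMSO treated cells and 100% = gossypol at 36 µM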
Target sequence (Q15788 whole entry, looked up, the tested form may be a part): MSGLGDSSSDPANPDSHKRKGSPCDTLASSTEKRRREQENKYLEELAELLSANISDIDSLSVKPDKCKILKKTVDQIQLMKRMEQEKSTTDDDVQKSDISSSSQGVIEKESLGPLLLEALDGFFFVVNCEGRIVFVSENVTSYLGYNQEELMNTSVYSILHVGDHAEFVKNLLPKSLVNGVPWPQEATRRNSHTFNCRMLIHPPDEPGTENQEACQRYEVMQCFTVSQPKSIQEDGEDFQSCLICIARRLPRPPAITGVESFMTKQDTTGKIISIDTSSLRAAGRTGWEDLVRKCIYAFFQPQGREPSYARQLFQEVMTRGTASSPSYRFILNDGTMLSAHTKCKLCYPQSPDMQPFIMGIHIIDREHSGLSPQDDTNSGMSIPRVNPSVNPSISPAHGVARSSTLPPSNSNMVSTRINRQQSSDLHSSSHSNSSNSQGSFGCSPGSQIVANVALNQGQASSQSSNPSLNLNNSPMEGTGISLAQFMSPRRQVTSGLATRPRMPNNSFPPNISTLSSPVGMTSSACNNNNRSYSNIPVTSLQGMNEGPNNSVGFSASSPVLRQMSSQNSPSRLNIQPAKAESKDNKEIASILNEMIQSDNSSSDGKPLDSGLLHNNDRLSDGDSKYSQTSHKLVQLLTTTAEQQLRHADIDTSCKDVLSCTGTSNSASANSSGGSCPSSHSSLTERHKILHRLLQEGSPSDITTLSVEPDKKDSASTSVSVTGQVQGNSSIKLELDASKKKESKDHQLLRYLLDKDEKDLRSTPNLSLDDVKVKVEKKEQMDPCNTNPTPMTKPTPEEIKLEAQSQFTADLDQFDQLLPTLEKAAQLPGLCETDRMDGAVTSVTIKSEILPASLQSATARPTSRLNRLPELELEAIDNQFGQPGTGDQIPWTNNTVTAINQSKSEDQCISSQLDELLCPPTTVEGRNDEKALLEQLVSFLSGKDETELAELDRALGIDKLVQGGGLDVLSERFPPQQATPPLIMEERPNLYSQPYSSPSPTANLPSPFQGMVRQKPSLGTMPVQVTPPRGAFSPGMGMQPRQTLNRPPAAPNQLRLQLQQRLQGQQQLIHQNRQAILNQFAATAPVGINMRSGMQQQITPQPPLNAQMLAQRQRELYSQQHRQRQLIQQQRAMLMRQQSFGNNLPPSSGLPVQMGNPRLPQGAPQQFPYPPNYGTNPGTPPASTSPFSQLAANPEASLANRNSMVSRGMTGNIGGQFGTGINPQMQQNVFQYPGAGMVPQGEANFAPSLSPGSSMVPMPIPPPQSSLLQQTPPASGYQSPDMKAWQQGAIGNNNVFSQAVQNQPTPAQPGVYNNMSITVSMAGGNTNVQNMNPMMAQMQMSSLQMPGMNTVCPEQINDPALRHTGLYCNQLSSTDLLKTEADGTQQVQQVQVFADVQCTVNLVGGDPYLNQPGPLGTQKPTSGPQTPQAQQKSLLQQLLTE
KKLEB cytotox – counter-screen for CF NF-kB inhibitors: cytotoxicity; 0.36% of 360,000 active; KKLEB CF airway cells viability, ATPlite luminescence, overnight; stronger effect = lower value; cells stimulated with P. aeruginosa culture filtrate; activity change (cytotoxicity), % at 5 µM; AID 602141;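 active = corrected activity change at or below -50% at 5 µM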
An asterisk follows results filed as active; . = no result given.

Under each structure – C8 TRAIL sens	LRH-1 inv ag	TROY NFkB inh	COUP-TFII inh	NCOA3 inh	LMP1 NFkB inh	CF NFkB block	Shn3 inh set2	TWEAK-Fn14 inh	NCOA1 inh	KKLEB cytotox
#1 Cc1cc2occ(CC(=O)Nc3nnc(C4CC4)s3)c2cc1C
    4	-23	-10	14	-13	-27	8	11	-30	-10	-3
#2 COc1ccc(C(=O)c2ccsc2N)cc1
    -21	9	-3	-30	-12	-7	-4	-4	27	1	-4
#3 COc1ccc(-n2nc(C(=O)Nc3ccc4c(c3)OCO4)c3ccccc3c2=O)c(OC)c1
    -5	13	11	3	15	5	21	1	-22	-4	-23
#4 COc1ccc(N(C(=O)CCl)C(C(=O)NC2CCCCC2)c2cccnc2)cc1 (stereo not given)
    94*	11	-13	10	70*	62*	38	9	47	47	-42
#5 C[C@H](CO)N1C[C@H](C)[C@@H](CN(C)C(=O)Nc2ccccc2)Oc2ncc(C#CC3CCCCC3)cc2C1=O
    8	-8	3	5	3	-3	-16	-3	4	9	19
#6 COc1ccc(Cl)cc1NC(=O)CN1C(=O)CSC1=O
    -14	-17	0	16	-12	-1	-7	-3	-8	-3	-5
#7 COc1cccc(NC(=O)COC(=O)CC(NC(N)=O)c2ccc(Cl)cc2)c1 (stereo not given)
    -1	-3	3	-5	11	-3	-6	2	1	-12	0
#8 CN(C)c1ccc(Cc2ccc(N(C)C)cc2)cc1
    -18	18	-1	0	5	5	4	-6	9	-22	-5
#9 O=C(c1ccccc1)N1CCN(c2ccc(NCc3ccc4c(c3)OCO4)cc2)CC1
    -4	-11	16	12	13	-6	8	27	1	0	-6
#10 CN1C(=O)/C(=C/c2ccccc2OCc2cccc(F)c2)N(C)C1=S
    -22	21	-7	15	-1	-21	9	72	16	1	-5
#11 O=C(N/N=C\c1ccc2c(c1)OCO2)c1ccco1
    48	-124	-65	-32	-56	-14	17	-110	32	-120	-5
#12 Cc1nccc2oc(=O)c(NC(=O)c3ccc(Cl)cc3)cc12
    -1	-7	1	-19	10	-8	-21	-22	-13	-24	3
#13 CN(C)c1ccc(/C=N/N2CCN(c3ccccn3)CC2)cc1
    2	-24	-25	-32	-33	7	-14	.	-30	-66	16
#14 CCC(=O)N1CCc2cc(Br)cc(S(=O)(=O)N3CCCCC3CC)c21 (stereo not given)
    -6	14	5	-3	-21	4	12	-3	9	9	-9
#15 COc1cc(CCCN2C(=O)C(=O)NC[C@@H]2Cc2ccc(O)cc2)cc(OC)c1OC
    6	1	4	1	-8	5	-2	1	2	-10	4
#16 CCCCC1=CC2=C(c3ccco3)C(=O)C(C)(OC(=O)c3ccc(OC)cc3)C(=O)C2=CN1CCCOC(C)C (stereo not given)
    -12	2	-3	0	-3	7	12	-5	7	-26	-7
#17 O=[N+]([O-])c1cc2c(cc1/C=N\NS(=O)(=O)c1ccccc1)OCO2
    -13	-2	-9	-15	2	1	5	3	-7	-13	-4
#18 CCN(CC)S(=O)(=O)c1ccc(C)c(NC(=O)CNc2cccc(S(=O)(=O)N3CCCC3)c2)c1
    20	10	15	-4	3	12	-1	65	-4	8	-8
#19 CCC(=O)N=c1ccn(C2=Nc3ccccc3NC2=C(C#N)C#N)cc1
    -14	21	-18	11	-2	4	7	-1	6	-5	1
#20 CN(C(=S)NC(=O)C1CC1)c1ccc(O)cc1
    -12	14	-18	-12	7	1	-17	5	14	-7	1
#21 O=C(O)COc1ccccc1/C=C1\SC(=S)N(/N=C/c2ccccc2O)C1=O
    6	-13	-59	-4	5	7	13	9	4	-1	6
#22 CCC1(c2ccccc2)NC(=O)N(CC(=O)Nc2ccc(S(=O)(=O)Nc3ncccn3)cc2)C1=O (stereo not given)
    -7	-23	-8	3	11	1	-10	1	3	1	9
#23 COc1ccc(CN(C(=O)CNC(=O)c2ccco2)C(C(=O)NC2CCCC2)c2ccco2)cc1 (stereo not given)
    -8	8	1	7	5	-3	-21	13	6	0	9
#24 Cc1ccc(OCC(=O)NCCCNC(=O)c2ccncc2)cc1C
    9	-14	7	3	17	3	-2	10	-8	-17	1
#25 COc1ccc2[nH]c(C(=O)O)c(NS(=O)(=O)c3ccc(C)c(C)c3)c2c1
    -5	-4	-31	11	4	0	-5	0	0	-4	-3
#26 COc1ccc(NC(=O)C2CCN(S(=O)(=O)c3c(C)nn(C)c3C)CC2)cc1
    5	13	5	-8	-12	1	-12	-7	-6	-12	-1
#27 CSc1ccccc1NC(=O)c1ccc(CN2CCOCC2)cc1
    -1	-42	-19	-8	-9	-12	-2	-25	-10	-31	-1
#28 CCN(C(=O)c1cnc(NC(C)C)cc1C(F)(F)F)c1ccc(Cl)cc1
    0	5	12	0	24	5	-8	4	16	2	0
#29 O=C(COc1ccc(F)cc1Cl)Nc1cccc(S(=O)(=O)N2CCCC2)c1
    -10	-23	-10	-18	-16	-1	-3	-9	-17	-13	-4
#30 COc1ccc2cnn(-c3ccccc3C)c(=O)c2c1OC
    8	14	-8	-13	8	8	-12	3	3	-5	8
#31 Cc1ccc(O)c(C2=Nc3ccccc3N=C(c3ccc([N+](=O)[O-])cc3)C2)c1
    14	-23	26	-10	-12	-24	34	-65	21	-16	-38
#32 CC(C)CNC(=O)[C@H]1N2C(=O)c3ccccc3C2SC1(C)C (stereo not given in full)
    -7	2	-15	-1	-4	-2	-11	-11	-9	4	1
#33 COc1ccc(CCCc2n[nH]c(=S)o2)cc1C
    15	-9	-6	10	-3	-6	-6	-32	3	4	2
#34 CCOC(=O)C1CCN(C(=O)CSc2ccccc2)CC1
    -22	-7	12	0	-13	1	-2	-1	8	-36	-1
#35 CC(C)(C)c1cc(NC(=O)COc2ccc(Br)cc2)n(-c2ccccc2)n1
    -3	-22	-3	6	-16	-15	-1	28	14	-1	-3
#36 COc1ccc(-c2csc(NC(C)c3nc4cc(C(F)(F)F)ccc4n3CCOCCO)n2)cc1 (stereo not given)
    0	-24	-1	10	-20	10	-11	21	0	7	10
#37 OC1(c2cccc(C(F)(F)F)c2)CCN(c2ncnc3c2[nH]c2ccccc23)CC1
    32	17	53*	32	13	26	-11	29	58*	14	-11
#38 CCCCOc1ncnc2c1[nH]c1ccc(C)cc12
    43	-105	3	13	-55	.	15	49	35	-61	-16
#39 O=C(C1CCCN(S(=O)(=O)c2cccc3nsnc23)C1)N1CCc2ccccc2C1 (stereo not given)
    18	-15	-2	41*	-7	3	3	8	6	-9	7
#40 Cc1ccccc1NC(=O)c1cccc(C(=O)Nc2ccccc2C)n1
    -8	-6	12	0	1	21	-31	13	-6	6	-11
#41 CCn1nnc2cc(C(=O)Nc3cc(Cl)ccc3C)ccc21
    12	10	-2	-6	19	5	6	88*	-19	-3	8
#42 NC1=NN=C(N2N=C(c3ccc(Br)cc3)CC2(O)C(F)(F)F)n2ncnc2C1 (stereo not given)
    3	13	-5	19	-15	3	-2	13	3	6	-2
#43 CCOc1ccc(NC(=O)CCNC(=O)c2ccc(Br)cc2)cc1
    4	-54	-56	-13	-46	1	-10	-28	1	-34	11
#44 c1ccc(-c2nc3ccccn3c2NCc2ccc3c(c2)OCO3)cc1
    1	1	-32	-22	-17	2	-1	-11	2	-37	-9
#45 CN(C)CCN1C(=O)C(=O)/C(=C(/O)c2ccc(F)cc2)C1c1ccccc1 (stereo not given)
    17	9	-22	5	13	1	-12	-14	-12	-9	1
#46 COc1cc(-c2nn3c(-c4cccc(C)c4)nnc3s2)cc(OC)c1OC
    8	13	-6	-2	-5	6	-2	31	-56	-3	13
#47 CS(=O)(=O)N(CCc1ccccc1)CC(=O)NCc1ccccc1Cl
    2	9	-6	5	21	-2	6	3	20	-6	10
#48 O=C(NC1CCC(O)CC1)c1ccc(-c2ccc([N+](=O)[O-])cc2)o1 (stereo not given)
    -13	-17	-17	-3	-14	-8	-1	-27	-1	-13	-1
#49 Cc1ccccc1NC(=O)CC1c2ccccc2CC(C)(C)N1C (stereo not given)
    4	18	-6	-22	12	21	-11	3	-2	-13	18
#50 Cc1cc(C(=O)Nc2cc(S(C)(=O)=O)ccc2Cl)c(C)o1
    -2	6	4	-2	-13	-6	-7	-3	-14	-16	2

Next section:
Under each structure – C8 TRAIL sens	LRH-1 inv ag	TROY NFkB inh	COUP-TFII inh	NCOA3 inh	LMP1 NFkB inh	CF NFkB block	Shn3 inh set2	TWEAK-Fn14 inh	NCOA1 inh	KKLEB cytotox
#51 CN(Cc1ccc(OC(F)F)cc1)C(=O)c1ccc2nccnc2c1
    -13	23	9	8	6	-5	0	-16	-24	-8	-6
#52 O=C1OC(c2ccccc2)=CC1=Cc1ccccc1O
    -1	11	-49	5	-18	-7	-13	-16	-27	-30	-3
#53 CNS(=O)(=O)c1cccc(C(=O)OCC(=O)Nc2ccc3ccccc3c2)c1
    -10	-4	31	-4	-3	7	0	1	19	-3	10
#54 CC(C)CNC1=C(C(=S)Nc2ccccc2)C(=O)CC(C)(C)C1
    3	1	-5	3	11	-12	-3	-2	-1	2	-2
#55 CN(C)c1ccc(/C=C/C(=O)c2ccc3c(c2)OCO3)cc1
    31	-10	-47	-56	-42	-1	-26	-26	-12	-26	-8
#56 CCOC(=O)Cn1cncc1-c1ccc([N+](=O)[O-])cc1
    -6	-24	-54	-29	-42	-16	-5	-45	-30	-31	-10
#57 Cc1nnc(SCC(=O)Nc2cc(C(F)(F)F)ccc2Cl)n1C
    11	-6	-2	7	-3	6	-8	-7	-11	-13	6
#58 Cc1ccc(Cn2ccc(NC(=O)c3cc(CC(C)C)on3)n2)cc1
    6	2	-13	5	19	-6	-22	23	-1	-13	17

This is a subset; the hit share may differ from the screen's.
